# Screens deposited in PubChem BioAssay by several laboratories.
# LYPLA2 counter = blocks human lysophospholipase 2, a PME1 counter-screen | O95372 | recombinant LYPLA2, FP-Rh probe fluorescence polarization | inhibition, % at 5.9 µM | hit rate 0.38% among 320,000 | AID 2177;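 active means inhibition above the screen-wide mean plus 3 SD, limit set per campaign, cut at about 26% in these data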;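 further: 0% = LYPLA2 with DMSO and 100% = wells lacking LYPLA2 enzyme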
# Target sequence (O95372 whole entry, looked up): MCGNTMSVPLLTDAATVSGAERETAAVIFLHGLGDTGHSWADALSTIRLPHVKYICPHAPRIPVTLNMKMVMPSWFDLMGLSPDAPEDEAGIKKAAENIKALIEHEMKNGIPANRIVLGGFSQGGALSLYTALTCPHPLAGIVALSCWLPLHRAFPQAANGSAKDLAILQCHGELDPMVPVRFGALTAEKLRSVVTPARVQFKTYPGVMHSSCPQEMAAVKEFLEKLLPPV
# PP1 inh = blocks human PP1-alpha phosphatase, a PP5 counter-screen; P62136; purified PP1alpha, OMFP fluorescence; inhibition, % at 6.7 µM; hit rate 0.9% among 320,000;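 active means inhibition above the mean inhibition of all tested compounds plus 3 SD, computed separately for each screening campaign, cut at about 15% in these data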
# Target sequence (P62136 whole entry, looked up): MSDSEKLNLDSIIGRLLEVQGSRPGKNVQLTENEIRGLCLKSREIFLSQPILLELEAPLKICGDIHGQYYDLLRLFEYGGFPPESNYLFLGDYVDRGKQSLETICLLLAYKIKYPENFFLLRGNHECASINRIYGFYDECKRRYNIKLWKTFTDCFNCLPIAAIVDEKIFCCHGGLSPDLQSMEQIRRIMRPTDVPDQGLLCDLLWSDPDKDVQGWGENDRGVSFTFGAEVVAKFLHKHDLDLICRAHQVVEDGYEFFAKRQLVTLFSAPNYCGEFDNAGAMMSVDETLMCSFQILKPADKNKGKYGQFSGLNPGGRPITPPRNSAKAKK
# Efflux pump mplx = blocks antifungal efflux pumps in multiplex yeast assay | S. cerevisiae Candida pump triplex, Nile Red efflux | inhibition, % at 10 µM | hit rate 0.44% among 330,000;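 active means plate passing quality check with inhibition over a set limit, or well fluorescence over plate mean plus 4 SD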;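 further: Nile Red retained in pooled yeast measured as flow cytometry median fluorescence; 0% = buffer negative control and 100% = Enniatin B positive control; higher means more Nile Red kept so more efflux inhibition; some compounds called inactive have numbers as strong as hits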
# core dimer inh = blocks dimerization of HCV core protein; hit rate 0.33% among 300,000; inhibition, % at 5 µM; TR-FRET GST/Flag-core106 dimerization, 1536-well; AID 1899;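 active means inhibition above the mean of all tested compounds plus 3 SD, set per screening campaign, cut at about 45% in these data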
#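 Assay system: Tagged HCV core106 pair (GST and Flag) | Buffer or medium: KF-containing HEPES buffer, pH 7.45, DTT, CHAPS, BSA | Also added: Eu donor and XL665 acceptor anti-tag antibodies | Dosing: One concentration, 5 µM, in 0.5% DMSO | Timing: 4 h at 22.5 °C | Technique: TR-FRET 671 and 617 nm emission | Repeats: Singlicate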
# GASC-1 inh = blocks human GASC-1 demethylase activity; GST-JMJD2C(1-420) H3K9me3 demethylation, DELFIA europium; inhibition, % at 2.35 µM; hit rate 0.069% among 330,000; AID 2099;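 active means more than half of a compound's replicate wells show inhibition beyond 50%, single wells judged on their own value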;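 further: signal counts dimethyl H3K9 product captured on neutravidin plate; 0% = median of DMSO wells and 100% = 0.3 times that DMSO median; strong numbers were not always called active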
# PREPL inhibitor = inhibitors of human prolyl oligopeptidase-like enzyme PREPL; hit rate 0.68% among 320,000; Q4J6C6; AID 2751; inhibition, % at 5.96 µM; recombinant PREPL, fluorescence polarization activity-based probe; in the data active means inhibition above about 43%;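 further: 0% = enzyme with DMSO and 100% = wells lacking enzyme; many of its hits are not listed in these tables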
# PP5 primary = PP5 (human) phosphatase inhibition | P53041 | inhibition, % at 6.7 µM | purified PP5c, OMFP substrate fluorescence | hit rate 0.18% among 320,000;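 active means inhibition above the campaign's mean inhibition across all tested compounds plus 3 SD, cut at about 9.5% in these data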;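 further: 0% = DMSO only and 100% = 100 µM cantharidin control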
# Target sequence (P53041 whole entry, looked up): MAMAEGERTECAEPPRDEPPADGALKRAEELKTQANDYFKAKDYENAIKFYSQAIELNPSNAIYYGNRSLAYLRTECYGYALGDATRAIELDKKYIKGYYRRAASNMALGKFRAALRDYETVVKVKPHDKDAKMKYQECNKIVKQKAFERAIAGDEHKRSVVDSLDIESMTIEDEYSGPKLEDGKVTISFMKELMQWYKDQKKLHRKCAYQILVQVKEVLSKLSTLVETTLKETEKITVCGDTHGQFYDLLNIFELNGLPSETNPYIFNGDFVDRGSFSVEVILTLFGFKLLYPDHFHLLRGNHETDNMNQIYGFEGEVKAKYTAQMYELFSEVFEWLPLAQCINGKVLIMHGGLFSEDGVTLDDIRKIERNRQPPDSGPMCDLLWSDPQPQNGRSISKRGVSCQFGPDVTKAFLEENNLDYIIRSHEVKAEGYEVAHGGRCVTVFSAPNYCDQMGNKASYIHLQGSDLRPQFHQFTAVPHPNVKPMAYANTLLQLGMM
# Fh CTSL1 inh = cathepsin L1 inhibition, PFM18AAP counter-screen; recombinant F. hepatica cathepsin L1, Z-Leu-Arg-MCA fluorescence; inhibition, % at 5.96 µM; hit rate 0.49% among 300,000; AID 1906;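 active means inhibition above the mean of all tested compounds plus 3 SD, set per screening campaign, cut at about 17% in these data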;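 further: 0% = plate median of test compound wells and 100% = 1 µM Z-Phe-Ala-diazomethylketone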
# TPT1 inh = blocks Candida albicans tRNA 2'-phosphotransferase | recombinant caTPT1, FP RNA substrate dephosphorylation | inhibition, % at 5 µM | hit rate 0.81% among 300,000 | AID 1962;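 active means inhibition above the mean of all tested compounds plus 3 SD, set per screening campaign, cut at about 24% in these data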;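 further: plate controls were DMSO alone for no effect and ferristatin control at 100 nM for full effect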
# * marks the source's active call; other numbers are inactive results; nt = not tested or not shown; & = joins results of further samples. These rows are one share of the data, so the mix of outcomes need not match the whole.
No. | SMILES | LYPLA2 counter | PP1 inh | Efflux pump mplx | core dimer inh | GASC-1 inh
1 | Cc1nnc(SCC(=O)N2CCN(S(=O)(=O)c3ccccc3)CC2)n1Cc1ccccc1 | 5 | 1 | 0.0 | 0 | 11&1
2 | O=C(NNC(=O)c1ccc(F)c(S(=O)(=O)N2CCOCC2)c1)c1ccc([N+](=O)[O-])cc1 | 2 | -1 | -0.1 | nt | 24
3 | O=C(NCC1CCN(Cc2cccc(Cl)c2)CC1)C1CCCN(c2ncnc3c2nc2n3CCCCC2)C1 (stereo not given) | -9 | -1 | -0.2 | -1 | -3
4 | O=C(CSc1ccc(-c2ccccn2)nn1)c1ccccc1 | 1 | -7 | 0.2 | 4 | 7
5 | O=C(CN1C(=O)c2cccc3cccc1c23)Nc1ccccc1C(=O)NCc1ccco1 | 2 | 2 | -0.1 | 10 | 8
6 | COc1ccccc1N1CCN(CC(=O)c2c(C)[nH]c3ccccc23)CC1 | 3 | -6 | 0.0 | -7 | 0
7 | Cc1ccc(NC(=O)C2CCN(S(=O)(=O)c3ccc(Cl)c(C(F)(F)F)c3)CC2)nc1 | 3 | -1 | 0.2 | 5 | -4
8 | COc1ccc(C)cc1S(=O)(=O)N1CCC(C(=O)NCCc2ccccc2)CC1 | 3 | -5 | 0.0 | 2 | -32
9 | Cc1cccc(NC(=O)c2ccc3c(c2)C(=O)N(c2ccccn2)C3=O)c1C | -2 | -3 | 0.1 | 10 | 1
10 | Cc1cc(N)nc(C)c1C#N | 3 | -1 | 0.0 | 1 | -6

No. | PREPL inhibitor | PP5 primary | Fh CTSL1 inh | TPT1 inh
1 | -2 | 1.2 | 0 | -3
2 | 14 | 3.1 | nt | nt
3 | 26 | -1.3 | -2 | -2
4 | 34 | 2.9 | 4 | 2
5 | -31 | 2.5 | -1 | 3
6 | 10 | -0.3 | -1 | 3
7 | -4 | 0.2 | 1 | -1
8 | 9 | -1.2 | -2 | -1
9 | 1 | -2.0 | 2 | -1
10 | 4 | 0.0 | -2 | -3

# Going on with the list.
No. | SMILES | LYPLA2 counter | PP1 inh | Efflux pump mplx | core dimer inh | GASC-1 inh
11 | CC(=O)c1c(N=CN(C)C)nc(C)nc1-c1ccccc1 | -1 | -1 | 0.0 | 0 | 5
12 | CCCNC(=O)c1cc(Cl)c(NC(=O)C2=C(C)OCCS2)cc1OC | 7 | 3 | -0.2 | -4 | -26
13 | Cc1ccc(N(C)C(=O)N2CCN(S(=O)(=O)c3ccc4ccccc4c3)CC2)cc1 | -6 | 3 | -0.5 | 3 | 3
14 | Cc1ccc(-c2cn(-c3ccccc3)c(=S)[nH]2)cc1C | 2 | 2 | 0.3 | -4 | 14
15 | C=CCNc1nc(NCCN2CCOCC2)nc(OC)n1 | -1 | -3 | 0.0 | 4 | -8
16 | CN(CC(=O)N1CCN(c2ccccn2)CC1)S(=O)(=O)c1ccc(Cl)cc1 | 1 | 1 | 0.1 | -10 | -13
17 | Cc1ccc(Cl)cc1N1CCN(C(=O)c2noc(C)c2[N+](=O)[O-])CC1 | 2 | 2 | 0.2 | -2 | 2
18 | CCOC(=O)c1c(NC(=O)COC(=O)c2ncc(Cl)c(Cl)c2Cl)sc(C(=O)N(C)C)c1C | 4 | -5 | 0.0 | 12 | 5
19 | Cc1ccc(NC(=O)c2cc(-n3cnnc3)ccc2Cl)c(C)c1 | -1 | -6 | -0.1 | 1 | 6
20 | CCc1cccc(C)c1NC(=O)CN1C(=O)c2ccccc2S1(=O)=O | -1 | -5 | 0.2 | -5 | 2

No. | PREPL inhibitor | PP5 primary | Fh CTSL1 inh | TPT1 inh
11 | -1 | 0.7 | 5 | -1
12 | 10 | -0.4 | -3 | -4
13 | 33 | 1.9 | 4 | 1
14 | 37 | 3.7 | 1 | 0
15 | 2 | 1.6 | -1 | 2
16 | 1 | 3.6 | -6 | -5
17 | 13 | 1.9 | 5 | 3
18 | 8 | -1.7 | 0 | 0
19 | -6 | -0.1 | -4 | -1
20 | 0 | 2.7 | -2 | -5

# Next section
No. | SMILES | LYPLA2 counter | PP1 inh | Efflux pump mplx | core dimer inh | GASC-1 inh
21 | Nc1ccccc1SCc1cn2ccccc2n1 | 1 | 0 | 0.4 | -3 | -1
22 | CC(C)[C@H](NC(=O)[C@@H]1CSCN1C(=O)OC(C)(C)C)C(=O)NCC1CCC(C(=O)O)CC1 (stereo not given in full) | -9 | -8 | 0.4 | 0 | 0
23 | CCCCCCC(C)n1cc(C(C)=O)c(=O)n(C)c1=O (stereo not given) | 2 | -3 | -0.1 | 2 | -2
24 | COc1ccc(-c2nnn(CC(=O)N3CCN(c4ccc(F)cc4)CC3)n2)cc1 | 1 | -5 | 0.1 | -2 | 25
25 | COc1cccc(OC)c1C(=O)NCCN1CCN(C(=O)c2c(OC)cccc2OC)CC1 | 0 | 0 | -0.1 | 6 | -4
26 | CCCNc1c(NS(=O)(=O)c2ccc(C)c(C)c2)c(=O)oc2ccccc12 | 1 | -2 | 0.0 | 4 | -8
27 | COC(=O)C1=C(C)NC(=O)C1(NC(=O)c1cccnc1)C(F)(F)F (stereo not given) | -4 | 2 | 0.1 | -4 | 0
28 | c1ccc(Cc2ccc(OCCn3cncn3)cc2)cc1 | 1 | -2 | 0.3 | -5 | -15
29 | Cc1ccc(NC(=S)NCc2cccs2)c(C)c1 | -1 | -5 | 0.0 | 3 | 4
30 | COc1ccc(-c2n[nH]c(=S)o2)c(OC)c1 | -1 | 1 | 0.1 | -6 | -6

No. | PREPL inhibitor | PP5 primary | Fh CTSL1 inh | TPT1 inh
21 | 0 | 0.1 | -8 | -2
22 | 21 | 0.2 | -5 | 3
23 | 1 | 2.7 | 1 | -1
24 | 1 | 0.6 | -5 | -2
25 | -5 | 3.3 | -2 | -4
26 | -3 | 1.2 | 2 | 1
27 | 19 | 1.1 | -4 | -2
28 | -9 | 0.1 | 0 | 1
29 | 2 | -1.0 | -2 | -5
30 | 7 | -0.8 | -1 | -4

# The list continues.
No. | SMILES | LYPLA2 counter | PP1 inh | Efflux pump mplx | core dimer inh | GASC-1 inh
31 | N#Cc1cc2c(nc1SCc1ccncc1)CCC2 | -2 | -3 | 0.0 | 0 | 7
32 | O=C(CCN1C(=O)c2ccccc2S1(=O)=O)Nc1ccccc1 | 0 | -4 | -0.1 | -6 | -9
33 | CCCc1nnc(NC(=O)c2c(O)c3cccc4c3n(c2=O)CC4)s1 | 4 | -1 | -0.1 | -3 | -12
34 | COc1ccc(NC(=S)N(CCCN2CCCCCC2)Cc2cccs2)cc1 | 2 | 0 | 0.2 | -3 | -10
35 | COc1ccc(OC)c(-c2c3c([nH]c(=S)c2C#N)CCCC3)c1 | 1 | 4 | 0.3 | 26 | -19
36 | COc1ccc(-c2cc(C(=O)Nc3cc(C)on3)c3ccccc3n2)c(OC)c1 | -9 | -1 | 0.1 | 11 | 0
37 | O=c1[nH]c(SCc2ccccc2[N+](=O)[O-])nc2nc[nH]c12 | -4 | -8 | -0.5 | -6 | 0
38 | Cc1cc(C)n(CCc2nc(-c3cccs3)cs2)n1 | 2 | 1 | -0.1 | -9 | 12
39 | COc1ccccc1/C=C/C=C(\C#N)C(=O)NC(C)c1ccccc1 (stereo not given) | 0 | -2 | -0.1 | 14 | 8
40 | COCC1CCN(Cc2cn[nH]c2-c2ccc(OC)cc2F)C1 (stereo not given) | -3 | -2 | 0.0 | -2 | 19

No. | PREPL inhibitor | PP5 primary | Fh CTSL1 inh | TPT1 inh
31 | 5 | -0.9 | 1 | 2
32 | 11 | 2.2 | -4 | -1
33 | 12 | 1.5 | -2 | 5
34 | 36 | -0.2 | 5 | -3
35 | 15 | 0.0 | 7 | 1
36 | -3 | 5.2 | 0 | -1
37 | -2 | 0.5 | 8 | 1
38 | -2 | 1.7 | 1 | 2
39 | -8 | -2.5 | 0 | 2
40 | 9 | 2.4 | 2 | -1

# Part of the list above in a different format:
nr | compound | LYPLA2 counter | PP1 inh | Efflux pump mplx | core dimer inh | GASC-1 inh | PREPL inhibitor | PP5 primary | Fh CTSL1 inh | TPT1 inh
27 | COC(=O)C1=C(C)NC(=O)C1(NC(=O)c1cccnc1)C(F)(F)F (stereo not given) | -4 | 2 | 0.1 | -4 | 0 | 19 | 1.1 | -4 | -2
28 | c1ccc(Cc2ccc(OCCn3cncn3)cc2)cc1 | 1 | -2 | 0.3 | -5 | -15 | -9 | 0.1 | 0 | 1
29 | Cc1ccc(NC(=S)NCc2cccs2)c(C)c1 | -1 | -5 | 0.0 | 3 | 4 | 2 | -1.0 | -2 | -5
30 | COc1ccc(-c2n[nH]c(=S)o2)c(OC)c1 | -1 | 1 | 0.1 | -6 | -6 | 7 | -0.8 | -1 | -4
31 | N#Cc1cc2c(nc1SCc1ccncc1)CCC2 | -2 | -3 | 0.0 | 0 | 7 | 5 | -0.9 | 1 | 2
32 | O=C(CCN1C(=O)c2ccccc2S1(=O)=O)Nc1ccccc1 | 0 | -4 | -0.1 | -6 | -9 | 11 | 2.2 | -4 | -1
33 | CCCc1nnc(NC(=O)c2c(O)c3cccc4c3n(c2=O)CC4)s1 | 4 | -1 | -0.1 | -3 | -12 | 12 | 1.5 | -2 | 5
34 | COc1ccc(NC(=S)N(CCCN2CCCCCC2)Cc2cccs2)cc1 | 2 | 0 | 0.2 | -3 | -10 | 36 | -0.2 | 5 | -3
35 | COc1ccc(OC)c(-c2c3c([nH]c(=S)c2C#N)CCCC3)c1 | 1 | 4 | 0.3 | 26 | -19 | 15 | 0.0 | 7 | 1
36 | COc1ccc(-c2cc(C(=O)Nc3cc(C)on3)c3ccccc3n2)c(OC)c1 | -9 | -1 | 0.1 | 11 | 0 | -3 | 5.2 | 0 | -1
37 | O=c1[nH]c(SCc2ccccc2[N+](=O)[O-])nc2nc[nH]c12 | -4 | -8 | -0.5 | -6 | 0 | -2 | 0.5 | 8 | 1

# Other entries:
No. | SMILES | LYPLA2 counter | PP1 inh | Efflux pump mplx | core dimer inh | GASC-1 inh
41 | Cc1cc(Cl)c(S(=O)(=O)NC2CCCC2)cc1OCC(=O)NC1CCCCC1 | 3 | -2 | -0.1 | 2 | 3
42 | Cc1ccc(C)n1NC(=O)c1ccccc1 | 1 | -2 | -0.1 | 2 | 43
43 | N#Cc1ccc(-c2csc(NNC(=O)c3ccc(Br)cc3)n2)cc1 | -6 | 4 | 0.0 | 28 | -1
44 | O=c1cc(-c2ccc(C3CCCCC3)cc2)[nH][nH]1 | 1 | 18* | -0.1 | -2 | 4
45 | Cc1csc(SC(C)C(=O)NC2CCCCC2C)n1 (stereo not given) | 2 | -3 | -0.1 | -4 | -1
46 | COc1ccccc1OC1=NS(=O)(=O)c2ccccc21 | -1 | -2 | -0.2 | -6 | 2
47 | Cc1onc(-c2ccccc2Cl)c1C(=O)Nc1ccc(-n2nncc2C(C)(C)C)cc1 | 10 | -1 | 0.0 | -1 | -2
48 | CC(CCN1CCN(c2ccccn2)CC1)c1ccccc1 (stereo not given) | 2 | -4 | -0.1 | 1 | -11

No. | PREPL inhibitor | PP5 primary | Fh CTSL1 inh | TPT1 inh
41 | -4 | 2.5 | 1 | 3
42 | 7 | -0.1 | 1 | 2
43 | 4 | 1.6 | 3 | 0
44 | 5 | 2.7 | -3 | -1
45 | 3 | 0.0 | -3 | -4
46 | -11 | 2.9 | -2 | 0
47 | 10 | 1.8 | -6 | -1
48 | 1 | 3.2 | -1 | -2
